Bioassay records from PubChem.
XIAP displacement = small molecules displacing peptide from XIAP – biochemical, IAP family, fluorescence polarization (AID 1018). XIAP BIR domain, fluorescence polarization peptide displacement; higher % means a stronger effect. displacement, % at 20 µM, or IC50 in µM where a hit was titrated. 200,000 tested, 0.007% active; in the data active = displacement above about 50%; also: a part of the inactive calls stands beside numbers as strong as those of hits
UTI89 phage lysis = protection from phage-mediated lysis, alamar blue read-out – E. coli UTI89, K1F phage, bacterial capsule biogenesis inhibitors (AID 488966). E. coli UTI89 K1F phage lysis, alamar blue, 2 h; higher % means a stronger effect. inhibition, % at 100 µM, or IC50 in µM where a hit was titrated. 340,000 tested, 0.02% active;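 active = phage lysis inhibition, versus mean bacterial control, above a set limit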;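 also: capsule biogenesis inhibitors block K1F phage lysis so surviving cells raise fluorescence; higher fluorescence means more inhibition of phage lysis; actives were called in the ten point dose series up to 300 µM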
M17LAP inhibition = P. falciparum M17LAP inhibitors, primary screen, biochemical, fluorogenic H-Leu-NHMec substrate, 1536-well (AID 1619); recombinant M17LAP, H-Leu-NHMec fluorogenic kinetic assay; higher % means a stronger effect; inhibition, % at 30 µM, or IC50 in µM where a hit was titrated; 220,000 tested, 0.38% active;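 active = compound inhibiting the enzyme by more than half at any dose during confirmatory dose-response retesting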;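 also: plate controls were full reaction with DMSO carrier for no effect and no enzyme background for full effect; strong numbers were not always called active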
PMI inhibitors = inhibitors of human PMI, primary screen, biochemical, fluorescence intensity, coupled assay (AID 1209) | one-dose inhibition, % at 20 µM; IC50 in µM for titrated hits | 190,000 tested, 0.42% active | purified PMI enzyme, coupled fluorescence intensity; higher % means a stronger effect;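 also: plate controls were DMSO vehicle for no effect and wells lacking substrate for full effect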
M1AAP inhibition = P. falciparum M1AAP inhibitors, biochemical, fluorogenic H-Leu-NHMec substrate, 1536-well (AID 1445); recombinant M1AAP, H-Leu-NHMec fluorogenic kinetic assay; higher % means a stronger effect; one-dose inhibition, % at 30 µM; IC50 in µM for titrated hits; 220,000 tested, 0.42% active;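 active = primary inhibition above the hit cutoff, then over 50% inhibition at one or more dose response concentrations, cut at about 23% in these data, passing the limit was not always enough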;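 also: plate controls were DMSO full reaction for no effect and no enzyme background for full effect; strong numbers were not always called active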
Lipid droplet = hepatic lipid droplet formation modulation. AML12 mouse hepatocytes, oleate lipid droplets, BODIPY imaging. inhibition, % at 6.5 µM. AID 1656. 240,000 tested, 0.4% active;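 active = lipid droplet intensity inhibited by at least 50%, with more than 500 cells counted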
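Material – mouse AML12 hepatocyte cell line, fixed after treatment · Compound dosing – one dose, 6.5 µM compound · Times – compound with oleate, overnight · Measured by – Image-based BODIPY and DAPI two-channel analysis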
Siah-1 displacement = blockers of Siah-1 interaction with plectin peptide – biochemical, fluorescence polarization, rhodamine-plectin, uHTS, primary screen (AID 1817); Siah-1 / rhodamine-plectin peptide fluorescence polarization; higher % means a stronger effect; one-dose displacement, % at 20 µM; IC50 in µM for titrated hits; 290,000 tested, 0.02% active;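 active = displacement of at least 50% at 20 µM, with a fluorescence ratio check between 0.3 and a set limit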;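 also: plate controls were Siah plus tracer with DMSO for no effect and tracer alone without Siah for full effect; strong numbers were not always called active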
human PMI inhibitors = human PMI inhibitors, high substrate, primary screen, biochemical, fluorescence intensity, high mannose 6-phosphate (AID 1220); recombinant PMI enzyme, coupled fluorescence intensity; higher % means a stronger effect; inhibition, % at 20 µM, or IC50 in µM where a hit was titrated; 190,000 tested, 0.66% active
TNAP activators = human TNAP enzyme activators, primary screen, biochemical, luminescent, no phosphate acceptor, uHTS (AID 1001); purified TNAP, luminescent activation assay, no phosphate acceptor; higher activation fold means a stronger effect; activation fold at 20 µM, or EC50 in µM where a hit was titrated; 200,000 tested, 0.03% active; in the data active = activation fold from about 3, or a potency from the dose series; inactive = the rest, 99 in 100 with activation fold below about 1.6; also: many of its hits are not listed in these tables
Lipid droplet cells 6.5 µM = recorded beside Lipid droplet, whose call it bears; cell count; measured here: cell count, cytotoxicity flag;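 cells counted across two imaged fields per well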
The depositor's hits bear a star; i = inactive; . = no result given; [ ] = another dose, or the depositor's remark. Rule as the data show it, unless noted: active = inhibition above about 50%; inactive = the rest.

SMILES | XIAP displacement | UTI89 phage lysis | M17LAP inhibition | PMI inhibitors | M1AAP inhibition | Lipid droplet | Lipid droplet cells 6.5 µM | Siah-1 displacement | human PMI inhibitors | TNAP activators
CC(C)c1ccc(NC(=O)CCN2C(=O)c3ccc([N+](=O)[O-])cc3C2=O)cc1 | -3.7% | 5.7% | 10% | 8% | -1% | . | . | 0% | 12% | 1
CCOC(=O)/C(C#N)=C1/SC(C)C(=O)N1c1ccc(Br)cc1 (stereo not given) | -3.2% | 0.5% | -4% | -11% | -2% | . | . | -3% | -2% | 1
CC(=O)C1=C(O)CC(C)(C)CC1=NCCc1nc2ccccc2[nH]1 | -6.9% | 0.7% | -4% | -4% | -7% | -8 | 677 | 0% | -3% | 1.1
c1nc(COc2nsnc2N2CCOCC2)cs1 | -7.7% | -0.9% | -2% | 10% | 10% | . | . | -2% | 5% | 1.1
O=C(Nc1cccc2cccnc12)c1cccc(N2C(=O)CCC2=O)c1 | -3.1% | 1.8% | 6% | -1% | 1% | . | . | 5% | -2% | 1.1
Cc1ccc(OCCCC(=O)NC(C)c2ccccc2)c(C)c1 (stereo not given) | -3.1% | 0.8%[50 µM] | -2% | -3% | 1% | -9 | 682 | 1% | 0% | 1.1
CC1(c2nnc(-c3ccncc3)o2)CC(c2ccc(F)cc2)=NO1 (stereo not given) | . | 2.3% | 2% | . | 7% | . | . | 19% | . | .
CC(C)CN(C(=O)CN1CCN(c2ccccc2O)CC1)c1c(N)n(CC(C)C)c(=O)[nH]c1=O | -1.0% | -4.9% | 2% | 24% | 1% | 0 | 604 | -7% | 40% | 1
O=C(CN1C2CCC1CC(NC(=O)Nc1ccccc1)C2)NCc1ccco1 (stereo not given) | -5.4% | 2.6% | 12% | 5% | 2% | -8 | 794 | -1% | 9% | 1.2
O=S(=O)(c1cc(F)cc(F)c1)N1CCN(c2ncccn2)CC1 | -1.1% | -1.3% | 2% | -3% | 7% | . | . | -3% | 10% | 1
CCOC(=O)CNC(=O)Nc1cccc(Cl)c1C | 1.3% | -0.4% | 8% | 5% | 2% | 7 | 697 | 2% | 3% | 1.1
Cc1ccccc1NC(=S)N(CCN1CCCCC1)Cc1ccco1 | -7.4% | -0.2% | 1% | -6% | 3% | 3 | 679 | -5% | -3% | 1.1
CCCCCCN1C2=NCCN2c2ccccc21 | -1.6% | 0.4% | 9% | 12% | 11% | -16 | 756 | -4% | 9% | 1
Cc1n[nH]c(C)c1Cc1c(F)cccc1Cl | . | -0.9% | 2% | . | -1% | 10 | 661 | 5% | . | .
CCOC(=O)c1sc(N)c(C(=O)OCC)c1COC(=O)C1CC(=O)N(Cc2ccco2)C1 (stereo not given) | 4.6% | 1.0% | 4% | 12% | 11% | -7 | 771 | 2% | 4% | 1.1
CCCC1CCc2c(sc(N)c2C(N)=O)C1 (stereo not given) | -5.6% | -0.5% | 9% | -3% | 11% | -3 | 677 | -5% | -13% | 1.1
c1ccc(CC2CCN(C(c3cccs3)c3nnnn3C3CCCC3)CC2)cc1 (stereo not given) | -12% | 2.1% | 9% | 8% | 7% | -50 | 623 | 3% | 6% | 1
CCn1c(NCCCO)nc2c(c1=O)C(C)(CC)Cc1ccccc1-2 (stereo not given) | . | -0.3% | -22% | . | 4% | 7 | 722 | -2% | . | .
C/C(=N/NC(=O)CNC(=O)/C=C/c1ccco1)c1ccc(Cl)cc1 | -3.8% | -0.7% | 2% | 7% | 3% | -15 | 768 | 8% | 2% | 1.1
Cc1sc(NC(=O)Cn2c(=O)oc3ccccc32)nc1-c1ccc(Cl)cc1 | 2.2% | 7.3% | 6% | 6% | 1% | 10 | 718 | 29% | -4% | 1.2
NNC(=O)CSCc1nc(-c2ccccc2)cs1 | . | 0.3% | 8% | . | 4% | -11 | 651 | -1% | . | .
CN1CCN(CCC(=O)Nc2ccc3c(c2)OCO3)CC1 | 0.9% | 13% | -2% | -3% | -3% | -4 | 715 | -1% | 5% | 1.1
c1ccc(Sc2cnc3ccccc3n2)cc1 | -6.3% | 0.3% | 6% | 6% | -10% | 5 | 699 | -3% | -1% | 1.1
Cc1ccc(C(=O)Nc2c(C)n(C)n(-c3ccccc3)c2=O)cc1S(=O)(=O)N1CCOCC1 | -4.7% | 0.7% | . | -9% | . | . | . | -5% | -8% | 1
CCOC(=O)c1c(C)oc2c(F)c(F)c(F)c(F)c2c1=O | -3.3% | 0.2% | -319% | 11% | 0% | -8 | 564 | -2% | 8% | 0.9

Further structures follow:
SMILES | XIAP displacement | UTI89 phage lysis | M17LAP inhibition | PMI inhibitors | M1AAP inhibition | Lipid droplet | Lipid droplet cells 6.5 µM | Siah-1 displacement | human PMI inhibitors | TNAP activators
CC/C(=N\N=C1\SC(C)C(=O)N1Cc1ccco1)c1ccccc1 (stereo not given) | -6.5% | -3.4% | 7% | 9% | -4% | -5 | 625 | 3% | 26% | 1
Cc1cc(NC(=O)CSc2nnc(-c3ccccc3)n2C)no1 | -6.6% | -0.9% | 4% | 3% | 6% | 0 | 648 | 0% | 1% | 1
O=C(CCCSc1nc2ccccc2s1)Nc1nccs1 | -7.5% | 0.8% | 3% | 14% | 3% | . | . | 1% | 8% | 1.1
Cc1cccc(NC(=S)NNC(=O)CCn2nc(C)c([N+](=O)[O-])c2C)c1 | -3.4% | -0.3% | 10% | -14% | -2% | -11 | 688 | -2% | -11% | 1.9
CS(=O)(=O)N1CCC(C(=O)Nc2ccc3c(c2)OCO3)CC1 | 0.0% | 0.1% | 13% | -1% | 6% | 3 | 788 | -2% | -13% | 1.1
COc1ccc(N2CCN(C(CNC(=O)C(=O)NCCc3c[nH]c4ccccc34)c3ccco3)CC2)cc1 (stereo not given) | -6.1% | 1.5%[50 µM] | -2% | 22% | -1% | -4 | 671 | -5% | 12% | 1.1
CCOC(=O)C1CCN(C(=O)Nc2ccccc2Cl)CC1 | -1.1% | 0.6% | 2% | 1% | 3% | . | . | -3% | 0% | 1.1
O=C(Cn1c2ccccc2c2nc3n(c(=O)c21)CCS3)Nc1ccccc1C(F)(F)F | -17% | -0.5% | 2% | 1% | -2% | -2 | 731 | 1% | -1% | 1
N#CCCn1nc(-c2ccccc2)cc1Nc1ccccc1NC(=O)C(F)(F)F | -2.0% | 0.0% | 0% | 1% | -3% | 1 | 677 | 0% | 1% | 1.1
CCN(CC)c1ccc(S(=O)(=O)N2CCOCC2)cc1NC(=O)CNCc1ccccc1 | . | 0.0% | -8% | . | -7% | -4 | 688 | -1% | . | .
CC(C)c1ccc(Oc2cccc(C(=O)/C(C#N)=C/N(C)C)c2)cc1 | -7.5% | 2.1% | -131% | 15% | 3% | 24 | 820 | 3% | 7% | 1
COc1ccc(C)cc1NC(=O)CNc1ccc(C(C)=O)cc1 | -5.0% | 5.0% | 18% | 4% | 5% | 11 | 693 | -5% | 1% | 0.9
COc1ccc(-c2[nH]ncc2CN2CCN(Cc3cccs3)CC2)cc1F | -3.1% | 0.1% | -3% | 12% | 8% | 4 | 640 | 2% | 17% | 0.9
COc1ccc(N=C2NC(=O)S/C2=C\c2ccc(N(C)C)cc2)cc1 | -8.2% | i | -12% | 25% | -2% | . | . | . | 27% | 0.9
O=C1CCC(C(=O)Nc2cccc(C(F)(F)F)c2)N1 (stereo not given) | -2.5% | 0.9% | . | -1% | . | . | . | -2% | 4% | 1.2
CO[C@@H]1O[C@@H]2COC(c3ccccc3)O[C@@H]2[C@@H](OC)[C@@H]1O (stereo not given in full) | -9.7% | 1.3% | -4% | -3% | -2% | 0 | 763 | -9% | -4% | 1
COc1ccc(/C=C/C(=O)N(C)C2CCS(=O)(=O)C2)cc1OC (stereo not given) | -7.2% | 1.9% | 19% | 17% | 6% | -5 | 677 | -1% | 9% | 1
CC(C)(C)n1nc2c(c1NC(=O)c1ccccc1)CS(=O)(=O)C2 | -12% | 0.3% | 4% | -2% | 10% | -3 | 681 | 4% | -4% | 1
CCOc1ccc(-c2nn[nH]n2)cc1OCC | -32% | 0.4% | -11% | -6% | 3% | -2 | 772 | -2% | 3% | 1
CCOC(=O)C(=O)N/N=C/c1ccco1 | . | -2.0% | 11% | . | -6% | 4 | 686 | 49% | . | .
c1ccc(CNc2nc3ccccc3n2CCN2CCOCC2)nc1 | -0.4% | 2.3%[50 µM] | 5% | 0% | 19% | . | . | -4% | -10% | 1
COc1cccc(/C(O)=C2/C(=O)C(=O)N(c3cc(C)on3)C2c2cccs2)c1 (stereo not given) | -2.9% | 2.1% | 31% | -10% | 11% | . | . | 13% | -25% | 1.1
CC(=O)c1cccc(NC(=O)COC(=O)c2cccs2)c1 | -16% | 2.0% | 30% | -9% | 4% | -7 | 735 | -6% | -1% | 1
CCCC(C)NC(=O)/C=C/c1cccc([N+](=O)[O-])c1 (stereo not given) | -3.2% | 0.3% | 1% | 11% | 3% | -1 | 525 | 4% | 10% | 1.2
O=C(CN1CCOCC1)Nc1ccccc1NC(=O)C1CCN(c2ncccn2)CC1 | -7.0% | 9.2% | 3% | -5% | -1% | . | . | -1% | 1% | 1.1

Among those listed so far, 7 have a furan ring, fused or not.
SMILES | XIAP displacement | UTI89 phage lysis | M17LAP inhibition | PMI inhibitors | M1AAP inhibition | Lipid droplet | Lipid droplet cells 6.5 µM | Siah-1 displacement | human PMI inhibitors | TNAP activators
O=C(CN1C2CCC1CC(NC(=O)Nc1ccccc1)C2)NCc1ccco1 (stereo not given) | -5.4% | 2.6% | 12% | 5% | 2% | -8 | 794 | -1% | 9% | 1.2
Cc1ccccc1NC(=S)N(CCN1CCCCC1)Cc1ccco1 | -7.4% | -0.2% | 1% | -6% | 3% | 3 | 679 | -5% | -3% | 1.1
CCOC(=O)c1sc(N)c(C(=O)OCC)c1COC(=O)C1CC(=O)N(Cc2ccco2)C1 (stereo not given) | 4.6% | 1.0% | 4% | 12% | 11% | -7 | 771 | 2% | 4% | 1.1
C/C(=N/NC(=O)CNC(=O)/C=C/c1ccco1)c1ccc(Cl)cc1 | -3.8% | -0.7% | 2% | 7% | 3% | -15 | 768 | 8% | 2% | 1.1
CC/C(=N\N=C1\SC(C)C(=O)N1Cc1ccco1)c1ccccc1 (stereo not given) | -6.5% | -3.4% | 7% | 9% | -4% | -5 | 625 | 3% | 26% | 1
COc1ccc(N2CCN(C(CNC(=O)C(=O)NCCc3c[nH]c4ccccc34)c3ccco3)CC2)cc1 (stereo not given) | -6.1% | 1.5%[50 µM] | -2% | 22% | -1% | -4 | 671 | -5% | 12% | 1.1
CCOC(=O)C(=O)N/N=C/c1ccco1 | . | -2.0% | 11% | . | -6% | 4 | 686 | 49% | . | .

Random draw from the library; any-hit rate near 1.9%.
